Source: PubChem BioAssay (Broad Institute)
ERAP1 inh – ERAP1 (human) enzyme inhibition | Q9NZ08 | recombinant ERAP1, Leu-AMC fluorescence, 60 min | inhibition, % at 10.7 µM | 0.15% of 340,000 active;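 active means mean replicate inhibition of at least 30%, or all replicates individually reaching that 30% level; inactive means mean below 30% and not every replicate reaching it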;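 further: 0% = neutral control wells and 100% = L-leucinethiol positive control wells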
Casp6 inh – blocks human caspase-6 cleavage activity; P55212; purified caspase-6, Z-VEID-R110 cleavage fluorescence; inhibition, % at 12.5 µM; 0.53% of 350,000 active; AID 686996;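 active means mean inhibition across replicates at least about 35%, with every replicate also reaching that limit, limit read from the data; inconclusive means only one of the two criteria met; inactive means neither criterion met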;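 further: 0% = median of neutral control wells and 100% = no fluorescence left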
Target sequence (P55212 24-179 limits assumed): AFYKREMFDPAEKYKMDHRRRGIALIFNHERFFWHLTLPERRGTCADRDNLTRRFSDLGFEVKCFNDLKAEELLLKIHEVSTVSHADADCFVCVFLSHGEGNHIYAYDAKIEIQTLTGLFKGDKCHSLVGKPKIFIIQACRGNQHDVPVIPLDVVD
Target sequence (P55212 194-293 limits assumed): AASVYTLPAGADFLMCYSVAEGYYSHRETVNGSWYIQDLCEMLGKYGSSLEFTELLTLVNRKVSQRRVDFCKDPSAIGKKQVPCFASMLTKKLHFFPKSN
ERp5 inh – inhibitors of human ERp5 | 0.05% of 350,000 active | inhibition, % at 9.99 µM | ERp5 insulin aggregation, absorbance 650 nm, 90 min | AID 651711 | Q15084;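 active means mean replicate inhibition above about 25%, with every replicate also reaching it, limit read from the data, passing the limit was not always enough; inconclusive means only one of those two criteria met; inactive means neither criterion met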
Target sequence (Q15084 whole entry, looked up): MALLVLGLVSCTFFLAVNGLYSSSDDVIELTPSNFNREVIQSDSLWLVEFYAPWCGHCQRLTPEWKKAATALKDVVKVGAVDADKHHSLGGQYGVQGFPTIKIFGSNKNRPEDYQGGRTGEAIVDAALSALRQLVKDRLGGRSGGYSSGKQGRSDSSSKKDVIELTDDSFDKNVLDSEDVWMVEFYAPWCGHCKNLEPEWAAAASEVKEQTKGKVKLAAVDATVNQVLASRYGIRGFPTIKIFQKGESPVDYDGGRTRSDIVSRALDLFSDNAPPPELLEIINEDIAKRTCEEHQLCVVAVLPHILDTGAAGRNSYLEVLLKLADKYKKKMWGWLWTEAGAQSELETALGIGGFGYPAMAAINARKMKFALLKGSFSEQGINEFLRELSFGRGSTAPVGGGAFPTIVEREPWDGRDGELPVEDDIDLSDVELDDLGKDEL
DENV2 CPE – inhibitors of DENV2 cytopathic effect; CPE inhibition, % at 9.99 µM; 1.7% of 350,000 active; AID 651640; DENV2-infected cells, cytopathic effect rescue, plate reader; in the data active means CPE inhibition above about 20%, passing the limit was not always enough; inconclusive means no clear call, values can overlap the other calls; tested in BHK-21 cells;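 further: 0% = median of neutral control wells and 100% = median of positive control wells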
SIRT5 inh – blocks human SIRT5 desuccinylation of peptide | Q9NXA8 | Purified SirT5, succinyl-peptide AMC, trypsin-coupled fluorescence | inhibition, % at 15 µM | 1.1% of 330,000 active | AID 652115; in the data active means inhibition above about 15%; inconclusive means no clear call, values can overlap the other calls
Target sequence (Q9NXA8 whole entry, looked up): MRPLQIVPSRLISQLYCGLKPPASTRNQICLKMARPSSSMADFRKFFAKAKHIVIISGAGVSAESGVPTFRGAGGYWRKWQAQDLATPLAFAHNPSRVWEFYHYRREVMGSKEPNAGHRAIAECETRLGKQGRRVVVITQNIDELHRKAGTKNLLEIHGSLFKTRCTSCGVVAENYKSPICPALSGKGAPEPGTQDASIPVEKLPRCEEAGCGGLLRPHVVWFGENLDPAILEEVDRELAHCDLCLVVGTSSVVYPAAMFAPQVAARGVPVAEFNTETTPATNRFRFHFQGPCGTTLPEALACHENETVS
miR122 inh – blocks miR-122 activity in Huh7 sensor cells | Huh7 miR-122 Renilla luciferase sensor, 48 h; neutral wells = 0, positive control = 100 | activation (reporter increase), % at 12.5 µM | 0.3% of 340,000 active | AID 602342;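 active means mean replicate activation score at least 90 and every replicate individually at or above 90; inconclusive means only one of the two criteria met; inactive means neither criterion met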;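 further: higher luciferase means less miR-122 activity so hits act as miR-122 inhibitors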
CFTR F508del cor – correctors of CFTR F508del function in bronchial epithelial cells. CFBE cells, YFP halide quenching; stimulated with forskolin plus potentiator P3; % fluorescence drop versus neutral controls. activity (quench increase), % at 7.58 µM. 0.36% of 350,000 active;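 active means mean added fluorescence quench of at least 8% versus neutral control, with both replicates also reaching 8%; inconclusive means only one of the mean or replicate conditions met; inactive means mean below 8% and not both replicates reaching 8%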;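 further: cells transiently co-express mutant CFTR-F508del with the halide-sensitive YFP; corrector assay measuring rescue of mutant channel to the surface after 24 h compound exposure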
An asterisk follows results filed as active; ? = inconclusive; nt = no result given; & = joins results of further samples; ! = not active in a repeat; [ ] = remark or other dose.

SMILES	ERAP1 inh	Casp6 inh	ERp5 inh	DENV2 CPE	SIRT5 inh	miR122 inh	CFTR F508del cor
Cc1ccc(C(=O)Nc2cccc(C(F)(F)F)c2)cc1Nc1ncnc2nc[nH]c12	-9	3	-1	-1	-2	6	-5.9
COc1ccccc1-c1nnc(SCC(=O)N2CCCCC2)o1	3	3	2	0	-1	4	3.3
CC(=O)c1[nH]c(C)c(C(=O)N2CCCC(Nc3ccc(C(C)C)cc3)C2)c1C (stereo not given)	-2	1	3	-9	-1	nt	-2.8
COc1ccc(CN2C(=O)C(CC(=O)NCC3CCCCC3)CC(C(=O)N(C)C)=C2C)cc1 (stereo not given)	nt	-1	10	-3	-3	5	1.5
COc1cc(OC)c(OC)cc1CNCC1COc2ccccc2O1 (stereo not given)	-1	-2	2	0	-5	1	-2.7
C/C=C/c1ccc2c(c1)O[C@@H](CN(C)Cc1cccnc1)[C@@H](C)CN([C@H](C)CO)S2(=O)=O	-1	-1	0	nt	-6	-1[16.7 µM]	-1.4
CCN1CCCC1CNC(=O)C(=O)NCCc1ccc(OC)c(OC)c1 (stereo not given)	-4	-3	6	-3	-4	-2	-0.2
C[C@@H]1CCCCO[C@H](CN(C)C(=O)Nc2ccc3c(c2)OCO3)[C@H](C)CN([C@@H](C)CO)C(=O)c2cc(NC(=O)Nc3ccc4c(c3)OCO4)ccc2O1	1	3	4	6	9	-1[16.7 µM]	-2.4
CC(C)(C)OC(=O)C(C)(C)O/N=C(\C(=O)O)c1csc(N)n1	1	1	-11	-1	-1	nt	3.2
C[C@H]1CN([C@@H](C)CO)C(=O)c2cccc(NC(=O)Nc3cccc4ccccc34)c2O[C@H]1CN(C)Cc1ccc(C(=O)Nc2ccccc2N)cc1	0	-2	11	?	1	nt	3.1
C1=C(c2ccco2)N2CCN=C2S1	0	5	11	-3	-4	2	0.2
COc1ccc(C#Cc2ccc([C@H]3[C@@H](CO)N4C(=O)CN(C(=O)c5ccccc5)C[C@@H]34)cc2)cc1	-4	3	-3	0	-3	nt	-0.1
CCOC(=O)N1CCN(C(=O)c2cnn(-c3ccccc3)c2NC(=O)c2ccccc2F)CC1	5	0	-3	nt	0	-8	-2.0
Nn1c(SCC(=O)NC2CCCc3ccccc32)nnc1C1CC1 (stereo not given)	0	3	3	-3	-1	-3	2.5
CN1C(=O)c2cc(NC(=O)c3cccs3)ccc2OC[C@H]2O[C@H](CC(=O)NCCN3CCCCC3)CC[C@H]21	0	2	2	4	3	-17[16.7 µM]	2.4
O=C(O)c1cc(-c2ccco2)nn1-c1cccc(Cl)c1	0	46*	-9	-4	4	nt	3.0
Cc1oc2c(O)c(O)ccc2c(=O)c1-c1ccc(Cl)cc1	-1	4	3	2	5	-7	-2.0
CCCNC(=O)N1CC2(CCN(CC3CCCC3)CC2)c2c([nH]c3cc(OC)ccc23)[C@@H]1CO	1	-2	-2	30*	3	nt	-0.3
CCCS(=O)(=O)NC(=O)C1(C)CCN(C(=O)c2cccc(OC(F)(F)F)c2)C1 (stereo not given)	-2	-4	-5	10	nt	nt	0.6
O=C1NC(=S)N/C1=C/c1cccc([N+](=O)[O-])c1	-3	0	1	4	-2	nt	2.1
O=C(Nc1cc2c3c(c1)CC(=O)N3CCC2)c1ccccc1C(F)(F)F	-1	1	1	-2	-5	-1	1.5
COc1ccc2c3c([nH]c2c1)[C@@H](CO)N(C(C)=O)CC31CCN(C(C)=O)CC1	nt	nt	nt	11	-4	nt	-2.2
Cc1ccc(C)c(NC(=O)CN2C(=O)NC(CCc3ccccc3)C2=O)c1 (stereo not given)	0	-1	-13	-3	-2	nt	-1.7
C/C=C/c1ccc([C@H]2[C@@H](CO)N(CCC(F)(F)F)C23CN(C(=O)CC)C3)cc1	-11	-2	2	3	2	nt	2.4
O=C(Nc1ccccc1F)C1CCN(C(=O)NC2CCCCC2)CC1	5	nt	7	-1	0	-2	-3.5
OCCCNc1nc(-c2ccccc2)c2cc(Br)ccc2n1	-14	1	2	-9	-6	nt	0.2
Cc1ccc(S(=O)(=O)Nc2cccc3c2O[C@H](CN(C)Cc2ccccc2)[C@H](C)CN([C@H](C)CO)C3=O)cc1	0	-3	-10	-6	2	14[16.7 µM]	-1.1
COc1ccc(-c2ccc([C@@H]3[C@@H](CO)N(C(=O)C4CCOCC4)[C@H]3C#N)cc2)cc1	6	1	-8	-7	2	nt	0.5
COc1cccc(OC)c1C(=O)Nc1cc2c(cc1N1CCOCC1)n(C)c(=O)n2C	1	-1	0	-5	0	3	2.1
CCCCNC(=O)CC1Nc2ccccc2NC1=O (stereo not given)	4	6	-1	3	7	-5	-3.9
O=C(OCCN1CCOCC1)C1(c2ccccc2)CCCCC1	-3	nt	-1	-7	0	nt	-3.4
C[C@H](NC(=O)C[C@H]1CC[C@@H]2[C@H](COC[C@H](O)CN2C)O1)c1ccccc1	1	-3	1	-2	2	5[16.7 µM]	0.1
CC1CCCC(NC(=O)C2CCN(S(=O)(=O)c3cnc[nH]3)CC2)C1C (stereo not given)	-2	2	3	14	-4	-4	1.7
O=C(NC1CCC1)[C@@H]1[C@@H](CO)[C@@H]2Cn3c(ccc(-c4ccccc4)c3=O)[C@@H]2N1CCc1ccccc1	-2	2	1	-7	-4	-3[16.7 µM]	0.4
COc1ccc(Cl)cc1N(CC(=O)NCCSCc1ccccc1)S(C)(=O)=O	0	1	-3	-1	1	2	-4.0
Cc1ccc(/C=C/C(=O)OCC(=O)NC(=O)NCc2ccco2)cc1	1	12	6	-6	-5	nt	-0.9
COc1ccc(S(=O)(=O)N(C)C[C@@H]2Oc3ccc(NC(=O)NC4CCCCC4)cc3C(=O)N([C@H](C)CO)C[C@@H]2C)cc1	1	1	-5	?	4	-10[16.7 µM]	0.5
CCC(=O)N1C[C@H](C)[C@@H](OC)CN(C)C(=O)c2cc(NC(=O)c3cnccn3)ccc2OC[C@@H]1C	0	4	6	0	3	1[16.7 µM]	-1.7
O=C(/C=C/[C@H]1O[C@@H](n2ccc(=O)[nH]c2=O)[C@H](O)[C@@H]1O)NCCc1c[nH]c2ccccc12	1	4	-18	6	-3	0	-1.5
Cn1c(=O)n(CCCO)c(=O)c2c1nc1n2CCCN1Cc1ccccc1	-2	2	4	-1	4	-3	0.5
CCOC(=O)CN1C(=O)CSc2ccc(S(=O)(=O)N3CCOCC3)cc21	-2	1	nt	6	-1	-2	-2.5
CCC(=O)N1C[C@@H](C)[C@H](OC)CN(C)C(=O)c2cc(NC(=O)c3cnccn3)ccc2OC[C@@H]1C	0	6	0	-11	1	3[16.7 µM]	-3.0
COCC(=O)Nc1ccc2c(c1)OC[C@H](C)N(C(=O)c1ccccc1)C[C@H](C)[C@H](OC)CN(C)C2=O	-4	nt	1	7	1	-5[16.7 µM]	-0.3
COCC(=O)N(C)C[C@@H]1Oc2ncc(C#CC(C)(C)O)cc2C(=O)N([C@H](C)CO)C[C@@H]1C	-1	-2	3	0	-2	-7[16.7 µM]	1.0
CNC[C@@H]1Oc2ccc(NC(=O)c3ccncc3)cc2C(=O)N([C@@H](C)CO)C[C@@H]1C	1	1	-6	0	6	2[16.7 µM]	1.2
COc1ccc(NC(=O)c2ccc(-c3csc(C)n3)cc2)cc1	1	0	-2	1	5	-5	1.0
CCC1Oc2ccc(C)cc2N(CC(=O)N2CCCC2)C1=O (stereo not given)	-2	-18	-3	-1	1	2	-1.2
[O-][n+]1ccc(CC(O)(C(F)(F)F)C(F)(F)F)cc1	-3	-2	2	1	nt	2	0.2
C[C@@H]1CN([C@H](C)CO)C(=O)c2cccc(NS(=O)(=O)c3cn(C)cn3)c2O[C@H]1CN(C)Cc1ccc2c(c1)OCO2	-1	-2	6	3	3	-6[16.7 µM]	-2.3
CCC(=O)Nc1ccc2c(c1)nc(CCN1CCCCC1)n2C	3	-3	2	-2	-5	-1	0.3

More structures
SMILES	ERAP1 inh	Casp6 inh	ERp5 inh	DENV2 CPE	SIRT5 inh	miR122 inh	CFTR F508del cor
Nc1[nH]c(C(=O)c2ccccc2)c(-c2cccc(C(F)(F)F)c2)c1C(=O)c1c[nH]c2ccccc12	-1	-1	0	-12	2	nt	1.4
CCOc1ccc2nc(N3CCCC(C(=O)N4CCN(CC)CC4)C3)sc2c1 (stereo not given)	15	-2	0	8	-1	2	-0.3
Cc1nc2ccccc2c(=O)n1NC(=O)c1c(F)cccc1F	1	-4	5	-5	-1	-2	-2.4
O=C(NC(=S)Nc1ccccc1N1CCCCC1)c1ccc(F)cc1	2	-2	-3	11	-7	0	0.9
Cc1ccccc1NC1=C(Cl)C(=O)OC1OC(=O)c1ccccc1C (stereo not given)	-1	0	9	-2	-5	nt	-2.3
CC(C(=O)OCC(=O)Nc1cccc(S(=O)(=O)N2CCOCC2)c1)N1C(=O)c2ccccc2C1=O (stereo not given)	-1	-6	1	5	1	1	-3.4
O=C1c2cccc(Sc3ccccc3)c2C(=O)c2c(Sc3ccccc3)cccc21	3	10	-3	2	-1	1	-2.6
CO[C@@H]1CC[C@H]2CCN(C)C(=O)[C@H](C)N(C)C(=O)c3cc(C#N)ccc3OC[C@H]1O2	-3	-5	5	-2	-3	nt	nt
N#C[C@@H]1[C@H](c2ccc(C3=CCCC3)cc2)[C@H](CO)N1S(=O)(=O)c1ccccc1	0	3	-3	-8	2	nt	-2.8
Cc1ccc(C(C(=O)NCc2ccc(F)cc2)N(CCCO)C(=O)C2COc3ccccc3O2)o1 (stereo not given)	-1	2	1	-6	-4	-4	nt

The last 4 records of the part before are carried over, then new ones follow.
SMILES	ERAP1 inh	Casp6 inh	ERp5 inh	DENV2 CPE	SIRT5 inh	miR122 inh	CFTR F508del cor
O=C1c2cccc(Sc3ccccc3)c2C(=O)c2c(Sc3ccccc3)cccc21	3	10	-3	2	-1	1	-2.6
CO[C@@H]1CC[C@H]2CCN(C)C(=O)[C@H](C)N(C)C(=O)c3cc(C#N)ccc3OC[C@H]1O2	-3	-5	5	-2	-3	nt	nt
N#C[C@@H]1[C@H](c2ccc(C3=CCCC3)cc2)[C@H](CO)N1S(=O)(=O)c1ccccc1	0	3	-3	-8	2	nt	-2.8
Cc1ccc(C(C(=O)NCc2ccc(F)cc2)N(CCCO)C(=O)C2COc3ccccc3O2)o1 (stereo not given)	-1	2	1	-6	-4	-4	nt
Cc1noc(C)c1S(=O)(=O)Nc1ccc2c(c1)C(=O)N([C@@H](C)CO)C[C@@H](C)[C@H](CN(C)Cc1ccncc1)OCCCC[C@H](C)O2	-3	3	4	7	-4	16[16.7 µM]	1.5
CCOC(=O)c1nnc(-c2ccccc2)nc1N1CC(C)OC(C)C1 (stereo not given)	4	-3	2	-7	1	-4	1.1
CCC(=O)Nc1ccc2c(c1)C(=O)N(C)[C@H]1CC[C@@H](CC(=O)O)O[C@@H]1CO2	-1	-2	2	-5	-4	-8[16.7 µM]	-1.8
Cc1ccc(NS(=O)(=O)c2sc3ccc(Cl)cc3c2C)cc1	2	-4	2	-11	4	84	0.4
Nc1[nH]c(C(=O)c2ccccc2)c(-c2ccncc2)c1C(=O)NCc1cccc2ccccc12	2	-3	-3	1	1	nt	1.4
S=C(NC1CC1)SCc1ccco1	2	53*	8	-9	-2	-4	0.7
O=C(NC[C@@H]1[C@@H](c2ccccc2)[C@H](CO)N1C(=O)C1CC1)NC1CCCC1	2	-1	-3	5	4	33[16.7 µM]	-1.6
CCOc1ccccc1NC(=O)C1CCN(S(C)(=O)=O)CC1	-1	-1	-5	3	1	4	0.8
O=C(O)C1=C[C@H](C2CC2)C[C@H](OCc2ccc(CO)cc2)O1	2&-2	2&-1	-3&-2	22*!	-3&1	-3	-3.2&-2.0
C/C(=N/OC(=O)C1CC1)c1cc(-c2ccc(Cl)cc2)no1	3	-2	3	-2	-1	nt	-2.6
O=C(CSCc1ccccc1)Nc1ccccc1	1	-1	4	4	-2	-8	-1.1
OC[C@@H]1CN(CCc2ccccc2)C[C@H](n2cnc3c(NCc4ccc(F)cc4)ncnc32)O1	-5	0	-6	10	nt	3	-2.2
CCOc1ccc(CN(C)CC(=O)Nc2cc(OC)c([N+](=O)[O-])cc2C)cc1	-1	-2	6	-13	-3	nt	-0.5
